High-throughput results from PubChem.
ATXN viability: reduces viability in counter-screen for ATXN expression inhibitors. S2 cells (HEK-293 line with an ATXN2-luciferase reporter) viability, CellTiter-Fluor protease fluorescence, 24 h. Potency, µM (highest dose often 56.7 µM), usual class: cytotoxic. actives 0.49% (n = 400,000); also: potency is read from the fitted curve at half-maximal effect; nearly all actives have a fitted effect of over 40% in size
TGFb SMAD3 inh: inhibitors of TGF-b signaling. HepG2 CAGA-GFP TGF-b/SMAD3 reporter, GFP fluorescence, 18 h; TGF-beta stimulated, 500 pg/mL final. Potency, µM (highest dose often 46.1 µM), for the others: top-dose activity, negative = inhibition, hits mostly inhibitors. actives 1.2% (n = 410,000); also: potency is read from the fitted curve at half-maximal effect; % is scaled to controls: 0 for no effect and ±100 for the full control effect; nearly all actives have a fitted effect of over 65% in size
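HEPG2 CAGA-GFP, 1000 cells/well; 2 h settle, 37 C; cpd via pin tool; TGF-b 500 pg/mL final; 18 h, 37 C; GFP imaging ex488/em500-530; %Activity normalised to -TGF-b and +DMSO controls; CRC fit, curve class.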
Mm-Cpn inhibitor: inhibitors of Methanococcus maripaludis chaperonin (MmCpn); purified Mm-Cpn ATPase, ADP Transcreener TR-FRET; Potency, µM (top dose mostly 76.9 µM), for the others: top-dose activity, negative = inhibition, usual class: inhibitors; actives 0.031% (n = 330,000); also: potency is read from the fitted curve at half-maximal effect; % is scaled to controls: 0 for no effect and ±100 for the full control effect; nearly all actives have a fitted effect of over 80% in size
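Purified archaeal Mm-CPN (25nM final) preincubated 10 min at 37degC with compound, then 10uM ATP for 30 min at 37degC; ADP measured by HTRF Transcreener TR-FRET; buffer 30 mM TRIS pH 7.4, 100mM KCl, 5mM MgCl2, 1mM DTT.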
Nrf2 inh: blocks Nrf2 signaling; A549 ARE-Fluc reporter, luciferase luminescence, 18-24 h; Potency, µM (top dose mostly 46 µM), without a hit: at the highest dose activity change, negative = inhibition, actives largely listed as inhibitors; actives 2.1% (n = 360,000); also: potency is read from the fitted curve at half-maximal effect; % is scaled to controls: 0 for no effect and ±100 for the full control effect; nearly all actives have a fitted effect of over 60% in size
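Cells were seeded and rested 2 h, then exposed to compounds for 18-24 h. CellTiter-Fluor was read first as a viability measure. BugLite was added 15 min before the final luminescent read of ARE-luciferase activity in A549 cells.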
Nrf2 activator: activators of Nrf2 (ARE) signaling; actives 0.31% (n = 410,000); Potency, µM (top dose mostly 46.1 µM), for the others: at the highest dose activation, actives largely listed as activators; AREc32 ARE-luciferase reporter (MCF7-derived line), luminescence, 24 h; also: potency is read from the fitted curve at half-maximal effect; % of control where 0% means no effect; nearly all actives have a fitted effect of over 65% in size
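Luciferase luminescence (Steady-Glo, 30 min at room temperature) served as the read-out of ARE activation in AREc32 cells treated with compounds for 24 hr at 37 deg C.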
A549 tox: A549 cytotoxicity, counter-screen for Nrf2 inhibitors; actives 0.16% (n = 390,000); A549 ARE-Fluc cells, CellTiter-Fluor viability, 18-24 h; Potency, µM (series often up to 46 µM), inactives show top-dose activity change, negative = cytotoxicity, usual class: inhibitors; AID 504648; also: potency is read from the fitted curve at half-maximal effect; % is scaled to controls: 0 for no effect and ±100 for the full control effect
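A549 ARE-Fluc cells in 5% FBS OPTI-MEM, 5000 cells/well, rested 2 h then exposed to compounds in concentration-response for 18-24 h at 37 °C. Viability by CellTiter-Fluor fluorescence (Ex 405/Em 525) after 30 min; luciferase luminescence (BugLite, 15 min, RT) read afterwards.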
pAkt inh: inhibitors of Akt phosphorylation | Neuro2A IGF-stimulated pAkt S473 HTRF, 20 min; stronger effect = lower value | activity change, % for hits at 50 µM | actives 0.32% (n = 360,000) | AID 651550; in the data active = activity change below about -80%; inconclusive = mostly about -51% to -80%; also: % is scaled to controls: 0 for no effect and ±100 for the full control effect
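Single-point screen (50 µM final compound) in Neuro2A cells stimulated 20 min with 6 nM IGF at 37 deg C. After lysis, Ser473-phosphorylated Akt read by HTRF (ex 330 nm, em 615/665 nm) as the 665/615 ratio.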
HepG2 tox: kills HepG2 cells in TGF-b inhibitor counter-screen | HepG2 CAGA-GFP viability, ATP luminescence, 18 h | Potency, µM (titrated, usually from 46.1 µM), inactives show at the highest dose activity change, negative = cytotoxicity, usual class: cytotoxic | actives 0.76% (n = 410,000) | AID 588856; also: potency is read from the fitted curve at half-maximal effect; some results filed as inactive show a strong effect at the top dose
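HepG2 CAGA-GFP cells (1000/well, DMEM with 1% FBS) received compound, then TGF-beta at 500 pg/mL final, and were incubated 18 hours at 37 degrees C. Viability was read by CellTiter-Glo luminescence. Media-only wells were set as complete cell-killing and DMSO as no toxicity.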
CCT modulator: cytosolic chaperonin activity modulation; activity change, % (concentration not given with the values), hits read low; actives 0.3% (n = 360,000); AID 651819; purified chaperonin ATPase assay, HTRF ADP detection, 30 min; in the data active = activity change below about -30%; also: % is scaled to controls: 0 for no effect and ±100 for the full control effect
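First, chaperonin was dispensed at 40 nM or 20 nM final depending on batch activity. Next, compounds were pinned at 76 uM and ATP added at 10 uM. After 30 min at 37 °C, ADP detection reagents ran 30 min at ambient temperature.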
* hit, by the source's call; i = inactive; ? = inconclusive; / = not tested or not shown; & = joins results of further samples; ! = not active in a repeat. Unless noted, calls follow the shape of the dose curve; as a rule, active = well fitted curve in the direction sought with a large enough effect; inconclusive = small, poorly fitted or top-dose-only effect, or another doubt; inactive = no such curve, though single readings can be large; an effect the other way counts as inactive or inconclusive.

SMILES	ATXN viability	TGFb SMAD3 inh	Mm-Cpn inhibitor	Nrf2 inh	Nrf2 activator	A549 tox	pAkt inh	HepG2 tox	CCT modulator
CCOc1ccc(N(CC)S(=O)(=O)N2CCCC(C(=O)NCc3ccccc3OCC)C2)cc1 (configuration not stated)	/	?	/	?	-0.1%	4%	/	-11%	/
CC(=O)Nc1ccc(OCc2cc(=O)n3ccccc3n2)cc1	/	-11%	/	/	-0.9%	9%	/	-13%	/
O=C(Nc1ccc2c(c1)C(=O)NC2=O)c1ccc2ncsc2c1	?	0%	-24%	?	3.4%	-3%	i	-2%	-2.3
Cc1cc(N)n(Cc2ccc(Cl)cc2)n1	i	-4%	0%	-1%	0.3%	0%	i	-4%	-2.4
CN(C)CCCNc1ncc(C(F)(F)F)cc1Cl	i	3%	2%	4%	0.4%	-2%	i	-1%	1.3
CC(C)N1CCC(n2nccc2NC(=O)c2ccc3c(c2)OCO3)CC1	i	2%	1%	10%	0.3%	-4%	i	-6%	2.1
Cn1c(=O)c2c(-c3ccc(Cl)cc3)n(Cc3ccc(Cl)cc3)cc2n(C)c1=O	/	-18%	/	?	-0.5%	-23%	/	-20%	/
Cc1[nH]c(=O)c(C#N)c(C)c1Cl	i	0%	-7%	1%	-0.4%	0%	i	117%	-2.3
COc1ccc2cc(-c3nc4ccc(C(=O)O)cc4[nH]3)c(=O)oc2c1	/	-6%	/	/	-1.6%	?	/	-2%	/
C[C@@H]1CN([C@H](C)CO)C(=O)c2cc(NC(=O)Nc3ccc(F)cc3)ccc2O[C@@H](C)CCCCO[C@H]1CN(C)S(=O)(=O)c1cccs1	?	-14%	/	/	0.5%	/	i	-20%	-21
COCCCNC(=O)CCc1c(C)nc2cc(-c3ccc(Cl)cc3)nn2c1C	i	22%	/	?	-2.7%	18%	/	-1%	/
C=CCNC(=O)CN1CCC(n2c(C)nc3cc(C(F)(F)F)ccc32)CC1	i	-3%	0%	-25%	-0.7%	-2%	i	2%	1.6
CCC(CC)NC(=O)c1cc(OC)c(OC)cc1[N+](=O)[O-]	i	11%	-2%	4%	-0.8%	1%	i	3%	-2.4
COc1cccc(C2NC(=O)NC(C)=C2C(=O)Nc2ccc(C)cc2)c1 (configuration not stated)	i	?	-2%	10%	-0.6%	1%	i	4%	-3.3
O=C(O)CCCNC(=O)CCCn1nnc2ccccc2c1=O	i	12%	0%	7%	1.8%	1%	i	2%	1.5
CCN(Cc1ccccc1)S(=O)(=O)c1cc(C(=O)O)ccc1OC	i	-17%	0%	-4%	1.9%	2%	i	-8%	-2.7
CC(=O)N(C)c1ccc(N=Nc2ccc3ncccc3c2)cc1	?	-1%	/	?	2.4%	-17%	i	-18%	-3.1
Nc1cccc2nsnc12	i	11%	-2%	-9%	2.6%	1%	i	27%	-4.1
O=C(NCC1CCCO1)C(=Cc1cccc([N+](=O)[O-])c1)C(=O)NCC1CCCO1 (configuration not stated)	i	?	1%	27%	?	-9%	i	0%	0.2
COC(=O)CN1C(=O)CSc2ccc(S(=O)(=O)Nc3c(C)cc(C)cc3C)cc21	/	-10%	/	13%	-1.2%	2%	/	-17%	/
C/C=C1\COC(C(=O)NCCCN2CCCC2=O)(C(F)(F)F)C=C1C=C(C)C (configuration not stated)	i	?	/	-14%&12%	5.0%	0%&0%	i	11µM*!	-0.3
CCOCCCNC(=O)C(c1ccc(Cl)cc1)N1CCC2(CC1)OCCO2 (configuration not stated)	i	-6%	2%	-7%	-0.3%	11%	i	-4%	-4.5
CCOC(=O)C1=C(COC(=O)/C=C/c2ccc(OC)cc2)NC(=O)NC1C (configuration not stated)	i	0%	1%	21%	-0.3%	0%	i	-35%	0.0
COc1cc(OC)c2c(c1C(CCN1CCCCC1)c1ccc(N(C)C)cc1)OC(=O)CC2c1ccc(N(C)C)cc1 (configuration not stated)	/	-1%	/	11%	/	-6%	/	5%	/
CCCC1C(C(=O)OCC)=C(C)NC(C)=C1C(=O)OCC	i	0%	2%	/	0.5%	-2%	i	29%	-1.9
CCc1ccc(S(=O)(=O)c2cn(CC)c3cc(N4CCOCC4)c(F)cc3c2=O)cc1	/	-2%	/	-24%	-0.3%	-10%	/	1%	/
Cc1c(C(=O)OCC(=O)NCCN2C(=O)CSC2=O)cccc1[N+](=O)[O-]	i	0%	0%	?	-0.1%	0%	i	3%	0.4
CCCCN(CC)CCCNC(=O)c1cn(CC)c2ccc(S(=O)(=O)N3CCOCC3)cc2c1=O	i	0%	/	4%	-0.6%	-1%	/	-9%	/
CCC/C(O)=C1\C(=O)CCCC1=NCCCCCC(=O)O	i	4%	0%	2%	-1.2%	0%	i	-9%	-4.3
COc1cc(C)ccc1OCCSc1nc2ccc(NC(C)=O)cc2s1	i	-1%	/	-8%	7.9%	12%	/	-29%	/
Cc1ccccc1Cc1c(C)nc2ncnn2c1C	i	-2%	2%	-5%	0.3%	1%	i	0%	-0.7
Cc1ccc(-n2c(C)nn(CC#N)c2=O)cc1	i	-4%	-1%	5%	-1.6%	5%	i	3%	-3.6
Cc1cc(C)nc(N2CCCC(CCC(=O)NCc3ccc(F)c(F)c3)C2)n1 (configuration not stated)	i	15%	2%	-18%	-0.5%	-3%	i	5%	2.3
O=C(Nc1ccc(S(=O)(=O)N2CCOCC2)cc1)c1cccc(Br)c1	i	23%	0%	-6%	2.9%	0%	i	-3%	0.1
CN(Cc1ccccc1)c1ccc([N+](=O)[O-])cc1C(=O)O	?	3%	1%	-19%	-0.1%	?	i	3%	-2.9
COc1cc(Cl)c(C)cc1NC(=O)Cn1c2ncccc2c(=O)n1-c1ccccc1	/	-19%	/	?	0.6%	-4%	/	3%	/
Cc1ccc(-c2nc3cccnc3s2)cc1NC(=O)Cc1ccccc1	i	3%	/	2%	6.1%	0%	/	-1%	/
COCC(C)NC(=O)c1cnn2c(C(F)F)cc(-c3ccccc3)nc12 (configuration not stated)	/	7%	/	-14%	0.5%	-5%	/	-4%	/
Cc1cc(NC(=O)CSc2nc3c(cc2C#N)CCCCC3)no1	i	-1%	-7%	?	-0.1%	7%	i	-16%	-4.0
CCc1cccc(C)c1Nc1c(-c2ccc(N3CCOCC3)cc2)nc2ncccn12	i	7%	/	?	3.6%	-26%	/	-5%	/
CN(CCO)CCC(=O)NC1(C)CS(=O)(=O)CC1S(=O)(=O)O (configuration not stated)	i	7%	2%	-14%	-0.9%	-1%	i	0%	1.2
O=C(Oc1ccc2c3c(c(=O)oc2c1)CCCC3)c1ccco1	i	17%	-4%	-20%	0.3%	-1%	i	-4%	-27
CCOc1ccc(CNC(=O)C2CCN(S(=O)(=O)c3ccc4c(ccn4C)c3)CC2)cc1	i	2%	/	/	3.7%	-1%	/	-4%	/
FC(F)Oc1ccc(NC(=S)NCc2ccccc2)cc1Cl	i	?	0%	23µM*	0.2%	?	i	-49%	-1.9
C[C@@H]1CN([C@@H](C)CO)C(=O)CCCn2nncc2CO[C@@H]1CN(C)S(=O)(=O)c1cccc(F)c1	i	3%	/	/	-1.0%	/	i	3%	1.5
COc1ccc(S(=O)(=O)N2CCCC2)cc1C(C)C	i	1%	1%	-8%	0.0%	2%	i	-19%	0.8
Cc1ccccc1NC(=O)CSc1nc(N)c2c3c(sc2n1)CSC(C)(C)C3	?	-19%	-18%	?	0.0%	-15%	i	5%	0.7
Cc1cccc(NC(=O)C2CCCN(S(=O)(=O)c3c(C)[nH]c(=O)[nH]c3=O)C2)c1C (configuration not stated)	i	12%	/	0%	-0.5%	17%	/	-4%	/
O=C(CSc1cccc2cccnc12)OCC(=O)c1ccccc1	i	?	0%	14%	10%	1%	i	-53%	0.0
COc1ccc(CN2C(=O)C(CC(=O)NCc3cccc4ccccc34)CC(C(=O)N(C)C)=C2C)cc1 (configuration not stated)	i	4%	/	/	-0.3%	/	i	1%	0.8
CCc1ccc(NC(=O)CCS(=O)(=O)c2ccc3c(c2)oc(=O)n3C)cc1	i	-8%	/	?	-0.4%	6%	/	2%	/
CCc1nnc(SCC(=O)NCCC2=CCCCC2)nc1CC	i	5%	0%	0%	-0.9%	-1%	i	1%	0.8
CC1CCCN(C(=O)CN(C)S(=O)(=O)c2ccc3c(c2)c(=O)n(C)c(=O)n3C)C1 (configuration not stated)	i	?	-2%	?	0.2%	3%	i	-32%	-3.6
O=[N+]([O-])c1cc(S(=O)(=O)C(F)(F)F)ccc1Sc1nc2ccccc2s1	?	?	3%	12%	?	-6%	i	18µM*	0.2
CCCNC(=O)c1ccc2c(=O)c(O)c(-c3ccsc3)[nH]c2c1	/	?	-9%	-7%	0.9%	10%	i	-32%	-3.6
COc1c(-c2ccc([N+](=O)[O-])cc2[N+](=O)[O-])c(=O)n(C)c(=O)n1C	?	-2%	0%	-11%	-0.8%	?	i	4%	0.5

A few values from the list.
CCT modulator with CN(C)CCCNc1ncc(C(F)(F)F)cc1Cl = 1.3
Nrf2 inh with CCOC(=O)C1=C(COC(=O)/C=C/c2ccc(OC)cc2)NC(=O)NC1C (configuration not stated) = 21%

An unsorted share of the library; overall some 4.4% were active at least once.
